C diff HTS = blocks growth of Clostridium difficile; Clostridium difficile clinical isolate growth, OD600, 24 h; stronger effect = lower value; growth activity, negative = inhibition, % at 16 µg/mL (by protocol); hit rate 0.25% among 86,000; AID 1259249;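 active = mean growth activity at or below -80% and every replicate also at or below -80%; inconclusive = mean at or below -80% but some replicate above -80%; inactive = mean growth activity above -80%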;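 also: 0% = DMSO wells and -100% = levofloxacin 16 µg/mL wells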
Tcruzi prolif = inhibitors of T. cruzi proliferation; T. cruzi beta-gal in NIH3T3, GalScreen luminescence, 90 h; inhibition, % at 8.34 µM; hit rate 5.9% among 77,000; AID 624255;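 active = mean inhibition above about 93%, with at least 55% of replicates each passing it, limit read from the data, passing the limit was not always enough; inconclusive = only one of those two conditions holds; inactive = neither condition holds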
GASC1 inh = blocks human GASC-1 (KDM4C) demethylase activity; hit rate 0.15% among 96,000; Q9H3R0; inhibition, % at 12.5 µM; GST-KDM4C 2-372, H3K9me3 peptide, LANCE TR-FRET;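 active = mean replicate inhibition above about 25%, with at least 55% of replicates also reaching it, limit read from the data, passing the limit was not always enough; inconclusive = only one of those two conditions met; inactive = neither condition met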
Target sequence (Q9H3R0 2-372 limits assumed): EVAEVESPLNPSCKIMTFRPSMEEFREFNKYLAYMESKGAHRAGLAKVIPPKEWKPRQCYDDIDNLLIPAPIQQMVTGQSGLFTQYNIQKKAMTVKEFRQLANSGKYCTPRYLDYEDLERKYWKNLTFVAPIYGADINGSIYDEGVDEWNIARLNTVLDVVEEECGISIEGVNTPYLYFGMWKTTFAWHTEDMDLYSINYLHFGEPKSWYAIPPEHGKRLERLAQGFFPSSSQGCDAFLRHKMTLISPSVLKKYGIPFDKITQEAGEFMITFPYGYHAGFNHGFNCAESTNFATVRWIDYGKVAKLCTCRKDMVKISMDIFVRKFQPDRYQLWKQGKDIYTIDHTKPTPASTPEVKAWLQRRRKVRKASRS
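Test system: N-terminal GST-fused human GASC-1 (KDM4C) fragment, residues 2-372; quantity: GASC-1 enzyme at 10 nM final in reaction; dosing: single dose; schedule: 30 min demethylation and 1 h detection at room temperature; signal: LANCE TR-FRET, excitation 340 nm, emissions 618 and 671 nm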
Pf Dd2 inh = blocks growth of Plasmodium falciparum Dd2 parasites; P. falciparum Dd2 growth, SYBR Green, 72 h; stronger effect = lower value; activity change, % at 10 µM; hit rate 2.3% among 94,000; AID 1159554; in the data active = activity change below about -80%; inconclusive = no clear call, values can overlap the other calls
An asterisk follows results filed as active; u = inconclusive; x = not tested or not shown; & = joins results of further samples.

Short keys: A = C diff HTS; B = Tcruzi prolif; C = GASC1 inh; D = Pf Dd2 inh
structure: COCC(=O)Nc1ccc2c(c1)C(=O)N(C)C[C@H](OC)[C@H](C)CN(C(=O)c1ccccc1)[C@@H](C)CO2
  A: x	B: 22	C: 1.6	D: 9

structure: CS(=O)(=O)N1CC(=O)N2[C@H](CO)[C@@H](c3ccc(C#CCc4ccccc4)cc3)[C@@H]2C1
  A: -8	B: x	C: -0.9	D: -29

structure: CCCC(=O)Nc1ccc2c(c1)C(=O)N(C)C[C@@H](OC)[C@H](C)CN(C(=O)c1ccccc1F)[C@H](C)CO2
  A: 7	B: 15	C: -1.0	D: 12

structure: COc1ccccc1C#Cc1ccc([C@H]2[C@@H](CO)N3CCCCN(CCC(F)(F)F)C[C@H]23)cc1
  A: 63	B: 45	C: -2.3	D: -76

structure: CN(C)C(=O)c1ccc(-c2ccc3c(c2)[C@H]2[C@H](CCN2Cc2ccc4c(c2)OCO4)[C@H](CO)N3)cc1
  A: -26	B: 67	C: 0.6	D: -63

structure: CC(C)CC#Cc1cnc2c(c1)C(=O)N([C@@H](C)CO)C[C@@H](C)[C@H](CN(C)C(=O)Cc1ccccc1)O2
  A: -7	B: 35	C: -2.8	D: -29

structure: CC1C=NC(S(=O)(=O)N2CC[C@@H]3[C@H](CO)N(C)c4ccc(-c5ccc(F)cc5)cc4[C@@H]32)=N1 (some centres not stated)
  A: -13	B: 71	C: 0.3	D: -10

structure: C[C@@H]1CCCCO[C@H](CN(C)Cc2ccc3c(c2)OCO3)[C@@H](C)CN([C@H](C)CO)C(=O)c2cc(NC(=O)CCC(F)(F)F)ccc2O1
  A: -2	B: -17	C: 0.4	D: 13

structure: C[C@@H]1CN([C@@H](C)CO)C(=O)CCCn2cc(nn2)CO[C@@H]1CN(C)C(=O)OCc1ccccc1
  A: -4	B: 36	C: -0.4	D: -6

structure: O=C(C[C@H]1CC[C@H]2[C@@H](COC[C@H](O)CN2Cc2ccc(Cl)cc2)O1)NCc1cccc(F)c1
  A: 11&0	B: x	C: 0.5	D: -37

structure: COc1ccc2c3c([nH]c2c1)[C@@H](CO)N(C(C)=O)CC31CCN(C(=O)Nc2ccc(F)cc2)CC1
  A: -3	B: x	C: 0.0	D: -44

structure: CCC(=O)Nc1ccc2c(c1)OC[C@H](C)N(C(=O)c1ccncc1)C[C@H](C)[C@H](OC)CN(C)C2=O
  A: 0	B: 8	C: 5.3	D: x

structure: C[C@@H]1CN([C@H](C)CO)C(=O)c2c(c3ccccc3n2C)-c2ccccc2CO[C@H]1CN(C)C(=O)c1ccccc1
  A: x	B: 27	C: 2.1	D: -27

structure: C[C@@H]1CN([C@@H](C)CO)C(=O)c2cc(C#CCN(C)C)cnc2O[C@@H]1CN(C)C(=O)c1cnccn1
  A: -1	B: -25	C: 2.4	D: 36

structure: CCNC(=O)Nc1ccc2c(c1)C(=O)N(C)[C@H]1CC[C@@H](CC(=O)Nc3ccccc3)O[C@H]1CO2
  A: 4	B: -25	C: -2.3	D: 3

structure: COCCNC(=O)C[C@@H]1C[C@@H]2c3cc(NC(=O)NC4CCCC4)ccc3O[C@@H]2[C@H](CO)O1
  A: 0	B: 1	C: 2.2	D: 19

structure: O=C(c1cnccn1)N1CC(=O)N2[C@H](C1)[C@@H](c1ccc(/C=C/c3ccccc3)cc1)[C@@H]2CO
  A: -10	B: x	C: -1.4	D: -26

structure: O=C(NC[C@@H]1[C@H](c2ccccc2)[C@@H](CO)N1C(=O)Cc1ccncc1)C1CCC1
  A: 0	B: 5	C: 0.5	D: 1

structure: CCNC(=O)C[C@@H]1CC[C@H]2[C@@H](COc3ccc(NC(=O)c4cccs4)cc3C(=O)N2C)O1
  A: 5	B: 9	C: -1.2	D: 3

structure: Cc1ccc(S(=O)(=O)N[C@H]2CC[C@@H](CCNC(=O)Cc3ccccn3)O[C@@H]2CO)cc1
  A: -1	B: 2	C: 1.6	D: 1

Of the compounds above, two have a CF3 group.
Short keys: A = C diff HTS; B = Tcruzi prolif; C = GASC1 inh; D = Pf Dd2 inh
structure: COc1ccccc1C#Cc1ccc([C@H]2[C@@H](CO)N3CCCCN(CCC(F)(F)F)C[C@H]23)cc1
  A: 63	B: 45	C: -2.3	D: -76

structure: C[C@@H]1CCCCO[C@H](CN(C)Cc2ccc3c(c2)OCO3)[C@@H](C)CN([C@H](C)CO)C(=O)c2cc(NC(=O)CCC(F)(F)F)ccc2O1
  A: -2	B: -17	C: 0.4	D: 13

New compounds follow
Short keys: A = C diff HTS; B = Tcruzi prolif; C = GASC1 inh; D = Pf Dd2 inh
structure: O=C1CN(S(=O)(=O)Cc2ccccc2)C[C@@H]2[C@H](c3ccc(C#Cc4ccc(F)cc4)cc3)[C@H](CO)N12
  A: 0	B: x	C: -0.9	D: 9

structure: C[C@H]1CN([C@@H](C)CO)C(=O)c2cccc(NC(=O)c3cnccn3)c2O[C@@H]1CN(C)S(C)(=O)=O
  A: -1	B: -69	C: -0.4	D: 19

structure: COCC(=O)N1[C@H](CO)[C@H](c2ccccc2)[C@H]1CNC(=O)c1ccccn1
  A: -1	B: 63	C: 0.3	D: 23

structure: OC[C@@H]1[C@H](c2ccc(C#CC3(O)CCCC3)cc2)[C@H]2CN(Cc3ccncc3)CCCCN12
  A: -5	B: 90	C: 0.3	D: 6

structure: C[C@@H]1CN([C@H](C)CO)C(=O)c2cc(NC(=O)c3ccncc3)ccc2O[C@@H](C)CCCCO[C@H]1CN(C)S(=O)(=O)c1ccccc1
  A: 2	B: x	C: -0.6	D: -31

structure: Cc1noc(C)c1S(=O)(=O)Nc1ccc2c(c1)C(=O)N([C@H](C)CO)C[C@H](C)[C@@H](CN(C)Cc1ccc3c(c1)OCO3)OCCCC[C@H](C)O2
  A: 6	B: 69	C: 0.1	D: -47

structure: COc1ccc(S(=O)(=O)N(C)C[C@@H]2OCCCC[C@@H](C)Oc3ccc(NC(=O)Nc4ccccc4)cc3C(=O)N([C@H](C)CO)C[C@@H]2C)cc1
  A: 3	B: 10	C: -0.7	D: -71

structure: C[C@@H]1CN([C@H](C)CO)C(=O)c2cc(-c3ccncc3)cnc2O[C@H]1CN(C)Cc1ccc(F)cc1
  A: 5	B: -72	C: 2.0	D: -7

structure: CCCNC(=O)N(C)C[C@@H]1Oc2cc(C#CC(C)C)ccc2S(=O)(=O)N([C@@H](C)CO)C[C@H]1C
  A: -18	B: 30	C: -0.3	D: -35

structure: C[C@H]1CCCCO[C@@H](CN(C)S(=O)(=O)c2cccs2)[C@@H](C)CN([C@@H](C)CO)C(=O)c2cc(NC(=O)NC3CCCCC3)ccc2O1
  A: 2	B: 80	C: -1.5	D: -58

structure: COC(=O)[C@@H]1[C@@H](CO)[C@@H]2Cn3c(ccc(-c4ccccc4)c3=O)[C@@H]2N1CC1CCCCC1
  A: 36	B: 23	C: 6.8	D: -9

structure: N#Cc1ccc(-c2ccc3c(c2)[C@@H]2[C@@H](CCN2C(=O)C2CCCCC2)[C@H](CO)N3)cc1
  A: 32	B: -3	C: -1.8	D: -9

structure: COc1ccc(S(=O)(=O)N(C)C[C@H]2Oc3ccc(NC(=O)Nc4ccccc4)cc3C(=O)N([C@H](C)CO)C[C@H]2C)cc1
  A: 0	B: 17	C: -2.0	D: -6

structure: CN(C)CC(=O)N[C@H]1CC[C@@H](CC(=O)NCCN2CCCCC2)O[C@@H]1CO
  A: -2	B: -46	C: 1.0	D: 8

structure: COc1ccc(NC(=O)Nc2ccc3c(c2)C(=O)N([C@@H](C)CO)C[C@@H](C)[C@H](CN(C)Cc2ccc(C(F)(F)F)cc2)OCCCC[C@H](C)O3)cc1
  A: -9	B: 71	C: x	D: -60

structure: C[C@@H]1CN([C@@H](C)CO)C(=O)c2cc(NC(=O)NC3CCCCC3)ccc2O[C@@H]1CN(C)Cc1ccc(C(=O)O)cc1
  A: 2	B: x	C: -0.9	D: 19

structure: C[C@@H]1CN([C@H](C)CO)C(=O)c2cc(-c3cccc(F)c3)cnc2O[C@@H]1CN(C)C(=O)C1CCOCC1
  A: -1	B: 33	C: 0.1	D: 66

structure: C[C@@H]1CN([C@@H](C)CO)C(=O)CCCn2nncc2CO[C@H]1CN(C)C(=O)Cc1ccccc1
  A: 10&0	B: -2&16	C: -0.7	D: -3&-1

structure: CC(=O)N1[C@H](C(=O)N2CCCCC2)[C@@H](CO)[C@@H]2Cn3c(ccc(C4=CCCCC4)c3=O)[C@@H]21
  A: 0	B: 8	C: 1.4	D: 6

structure: COc1ccc(NC(=O)Nc2ccc3c(c2)CC(=O)N([C@H](C)CO)C[C@H](C)[C@H](CN(C)CC2CCCCC2)O3)cc1
  A: -25	B: 73	C: -1.2	D: -2

structure: C[C@@H]1CCCCO[C@@H](CN(C)C(=O)Nc2ccc3c(c2)OCO3)[C@@H](C)CN([C@H](C)CO)C(=O)c2cc(NS(=O)(=O)c3cn(C)cn3)ccc2O1
  A: -13	B: -76	C: -0.7	D: 11

structure: C[C@@H]1CN([C@H](C)CO)C(=O)c2cccc(NC(=O)c3ccncc3)c2O[C@@H]1CN(C)C(=O)NC1CCCCC1
  A: -1	B: -3	C: 13	D: 18

structure: CCCC(=O)Nc1ccc2c(c1)C(=O)N(C)C[C@H](OC)[C@H](C)CN[C@H](C)CO2
  A: 5	B: -25	C: -0.3	D: x

structure: COc1ccc(S(=O)(=O)N(C)C[C@H]2Oc3ccc(NC(=O)Cn4cnnn4)cc3C(=O)N([C@H](C)CO)C[C@@H]2C)cc1
  A: -1	B: -80	C: -1.0	D: 1

structure: CN1C(=O)c2cc(NC(=O)Nc3ccccc3F)ccc2OC[C@H]2O[C@H](CC(=O)O)CC[C@@H]21
  A: 5	B: -35	C: 4.2	D: 1

structure: CNC[C@@H]1Oc2ccc(NC(=O)CCN3CCOCC3)cc2CC(=O)N([C@H](C)CO)C[C@H]1C
  A: -6	B: -6	C: -1.3	D: 53

structure: CC=Cc1ccc2n(c1=O)C[C@H]1[C@H](CO)[C@@H](C(=O)NC3CCCCC3)N(CCC)[C@@H]21 (mixture of isomers)
  A: 9	B: 37	C: 5.1	D: -20

structure: Cc1ccccc1S(=O)(=O)N1CC(=O)N2[C@H](CO)[C@@H](c3ccc(C#Cc4ccccc4)cc3)[C@@H]2C1
  A: -3	B: x	C: -0.5	D: -51

structure: COc1ccc(S(=O)(=O)Nc2ccc3c(c2)CC(=O)N([C@H](C)CO)C[C@H](C)[C@@H](CN(C)Cc2ccc4c(c2)OCO4)O3)cc1
  A: 0	B: u	C: 1.0	D: -25

structure: CN(C)CC(=O)N[C@@H]1C=C[C@@H](CC(=O)NCCN2CCCCC2)O[C@H]1CO
  A: x	B: 31	C: 0.6	D: 9

An excerpt from above, reduced to Tcruzi prolif and Pf Dd2 inh:
compound,Tcruzi prolif,Pf Dd2 inh
COCC(=O)N1[C@H](CO)[C@H](c2ccccc2)[C@H]1CNC(=O)c1ccccn1,63,23
C[C@@H]1CN([C@H](C)CO)C(=O)c2c(c3ccccc3n2C)-c2ccccc2CO[C@H]1CN(C)C(=O)c1ccccc1,27,-27

The list continues:
Short keys: A = C diff HTS; B = Tcruzi prolif; C = GASC1 inh; D = Pf Dd2 inh
structure: O=C(Cc1ccncc1)N1C[C@@H]2N[C@H](C1)C2c1ccc(-c2ccc(F)cc2)cc1 (some centres not stated)
  A: 2	B: x	C: 1.4	D: -75

structure: COC(=O)C[C@@H]1CC[C@H]2[C@H](COc3ccc(NC(=O)c4cccs4)cc3C(=O)N2C)O1
  A: 2	B: 2	C: -0.5	D: -9

structure: CCCNC(=O)N1[C@H](CO)[C@@H]2c3ccccc3N(C(=O)Nc3cccc(Cl)c3)C[C@@H]21
  A: -3	B: 58	C: -0.5	D: 7

structure: CC(C)c1cn(CC[C@H]2CC[C@@H](NC(=O)C3CCOCC3)[C@H](CO)O2)nn1
  A: -2	B: x	C: -2.5	D: 0

structure: C[C@H](CO)N1C[C@H](C)[C@@H](CN(C)Cc2ccccc2)Oc2ccc(NC(=O)Nc3ccc(C(F)(F)F)cc3)cc2CC1=O
  A: 6	B: -33	C: -0.5	D: u

structure: C[C@H](CO)N1C[C@H](C)[C@@H](CN(C)S(=O)(=O)c2ccccc2)Oc2ccc(NC(=O)CCCN(C)C)cc2C1=O
  A: -3	B: 41	C: 0.9	D: -5

structure: CCCC#Cc1cnc2c(c1)C(=O)N([C@@H](C)CO)C[C@@H](C)[C@H](CN(C)C(=O)c1cccc(F)c1)O2
  A: 3	B: 12	C: -1.3	D: -31

structure: O=C(c1cccnc1)N1CCCCN2[C@H](C1)[C@H](c1ccc(C#Cc3ccccc3)cc1)[C@@H]2CO
  A: -8	B: 66	C: x	D: 14

structure: C[C@@H]1CN([C@@H](C)CO)S(=O)(=O)c2ccc(C#CC3(O)CCCC3)cc2O[C@H]1CN(C)C(=O)c1ccncc1
  A: -2	B: -11	C: -3.1	D: 13

structure: O=C(c1ccccn1)N1CC(=O)N2[C@@H](CO)[C@@H](c3ccc(C#Cc4ccccc4)cc3)[C@@H]2C1
  A: -2	B: x	C: 1.1	D: 3

Source: PubChem BioAssay (Broad Institute)
